GRK2 inh: human GRK2 inhibition via aptamer displacement | P25098 | bead flow cytometry, FAM-aptamer displacement from GRK2 | inhibition of aptamer binding, % at 10 µM | 330,000 tested, 0.59% active | AID 488847;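 active means inhibition of aptamer binding above 40%, roughly 3 SD of noise, on plates passing a quality check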;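 further: median bead fluorescence of bound FAM aptamer so fluorescent compounds give negative values; no value below 0 was filed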
Bcl-xL primary: blocks human Bcl-xL binding to Bim BH3 peptide; inhibition, % at 10.9 µM; GST-Bcl-xL / FITC-Bim BH3 peptide fluorescence polarization; 320,000 tested, 0.7% active; Q07817;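 active means inhibition above the mean of all tested compounds plus 3 SD, cutoff set per campaign, cut at about 30% in these data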;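 further: 0% = DMSO wells and 100% = unlabeled Bim-BH3 peptide competitor; inhibitors lower millipolarization by displacing the labeled peptide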
CIT2 TOR yeast: yeast TOR pathway CIT2-GFP modulation. 320,000 tested, 0.065% active. GFP response vs DMSO, % at 10 µM. S. cerevisiae CIT2-GFP strain, flow cytometry, 3 h; 100 means same as DMSO wells. AID 2029;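 active means GFP response relative to DMSO above a set limit, near the screen mean plus 3 SD, cut at about 150% in these data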;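 further: ratio of well median GFP fluorescence to mean of DMSO wells on the plate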
AGP1-GFP MLPCN: yeast TOR pathway AGP1-GFP modulation; AID 2066; S. cerevisiae AGP1-GFP multiplex flow cytometry, 3 h; GFP as percent of DMSO wells; 320,000 tested, 0.02% active; GFP response vs DMSO, % at 10 µM;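 active means GFP response relative to DMSO above a set limit, near screen average plus 3 SD, cut at about 150% in these data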;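 further: median GFP channel fluorescence of the gated AGP1 strain per well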
MEX-5 binding: C. elegans MEX-5 TCR-2 RNA binding activity; AID 1832; 300,000 tested, 0.38% active; MEX-5/FITC-TCR2 RNA binding, fluorescence polarization; hits give low values; Q9XUB2; activity score (negative = inhibition of binding), % at 10 µM;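 active means inhibition past about -25% in most replicates, and total fluorescence under double the plate's negative control median, limit read from the data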;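 further: 0% = DMSO and -100% = 5 µM competing unlabeled TCR2 RNA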
Target sequence (Q9XUB2 whole entry, looked up): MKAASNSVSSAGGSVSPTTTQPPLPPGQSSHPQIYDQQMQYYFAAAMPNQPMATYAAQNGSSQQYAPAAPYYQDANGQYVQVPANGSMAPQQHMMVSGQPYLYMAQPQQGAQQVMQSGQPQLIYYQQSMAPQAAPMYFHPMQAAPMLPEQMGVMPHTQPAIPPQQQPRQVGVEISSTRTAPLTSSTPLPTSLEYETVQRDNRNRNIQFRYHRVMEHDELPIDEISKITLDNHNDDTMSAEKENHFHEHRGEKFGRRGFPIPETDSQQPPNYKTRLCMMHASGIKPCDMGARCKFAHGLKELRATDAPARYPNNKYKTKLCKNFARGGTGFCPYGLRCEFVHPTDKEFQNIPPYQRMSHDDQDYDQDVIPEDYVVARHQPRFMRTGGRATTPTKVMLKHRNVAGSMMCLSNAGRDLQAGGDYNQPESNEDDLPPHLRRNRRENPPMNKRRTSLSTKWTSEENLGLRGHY
MCL1 BIM primary: MCL1-BIM-BH3 interaction inhibition (human). 320,000 tested, 0.68% active. Q07820. GST-MCL1 / FITC-Bim-BH3 fluorescence polarization. inhibition, % at 10.9 µM;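 active means inhibition above the mean inhibition of all tested compounds plus 3 SD, set per campaign, cut at about 40% in these data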;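 further: 0% = DMSO wells and 100% = unlabeled Bim-BH3 peptide control; higher means more loss of mP so more displacement of Bim peptide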
Target sequence (Q07820 whole entry, looked up): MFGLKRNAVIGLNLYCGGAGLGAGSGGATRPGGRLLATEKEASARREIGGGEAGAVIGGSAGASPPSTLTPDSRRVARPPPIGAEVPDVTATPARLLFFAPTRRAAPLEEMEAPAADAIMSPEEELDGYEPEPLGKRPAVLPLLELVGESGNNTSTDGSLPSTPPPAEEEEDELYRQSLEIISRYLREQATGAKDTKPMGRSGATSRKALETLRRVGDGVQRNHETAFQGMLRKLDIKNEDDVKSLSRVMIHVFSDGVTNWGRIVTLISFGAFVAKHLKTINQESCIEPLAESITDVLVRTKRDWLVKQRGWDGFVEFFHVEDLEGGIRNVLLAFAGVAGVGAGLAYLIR
VLA-4 inh: inhibition in a human VLA-4 binding assay; VLA-4 expressing cells, ligand binding flow cytometry; 330,000 tested, 0.2% active; P13612; AID 2557; inhibition, % (about 7 µM as worked out from the volumes in the protocol); in the data active means inhibition above about 50%
GLD-1 TGE inh: GLD-1-TGE RNA interaction inhibition (C. elegans) | Q17339 | purified GLD-1 + fluorescein TGE RNA, fluorescence polarization | inhibition, % at 5.96 µM | 320,000 tested, 0.44% active;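 active means percent inhibition above a per-plate cutoff, the plate mean of test compounds plus 3 SD, cut at about 30% in these data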;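 further: 0% = DMSO wells with GLD-1 and probe and 100% = wells lacking GLD-1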
CR mimetic SO: caloric restriction mimetics inhibiting age-related superoxide in yeast; S. cerevisiae aged cells, superoxide DHE fluorescence; hits give low values; 330,000 tested, 0.18% active; AID 2690; superoxide response (% of plate mean), % at 10 µM;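 active means superoxide response under a set limit, about three screen SD below normal, cut at about 65% in these data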;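 further: yeast aged for seven days with compound at 30 °C before DHE staining; 100% = average MFI of all compound-treated wells on the plate with controls excluded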
Numbers without * were called inactive; · = no result given.

entry	SMILES	GRK2 inh	Bcl-xL primary	CIT2 TOR yeast	AGP1-GFP MLPCN	MEX-5 binding
1	CC(=O)c1cccc(NC(=O)N2C3CCCC2CC(NC(=O)C2CC2)C3)c1 (centres undefined)	0	0	99	98	-0.5
2	COc1ccc(OCC(O)CN2CC(C)OC(C)C2)cc1 (centres undefined)	0	5	98	89	-0.4
3	CN=c1sc(C(=O)Nc2cccc(Cl)c2)cc(=O)n1C	0	6	83	87	-4.6
4	COc1cc2ccccc2cc1C(=O)Nc1ccc(S(=O)(=O)Nc2cc(C)on2)cc1	3	2	110	104	1.5
5	CC1(C(=O)OCC(=O)Nc2nc(-c3ccc(F)c(F)c3)cs2)CC1(Cl)Cl (centres undefined)	0	2	90	100	-0.6
6	O=C(Nc1cccc(C(=O)N2CCCCCC2)c1)c1ccco1	0	4	107	101	1.3
7	Cc1nn(Cc2ccccc2Cl)c(C)c1C(=O)N1CCN(c2ccccc2)CC1	1	6	99	100	1.6
8	CC(C)NC(=O)NC(=O)COC(=O)c1ccccc1F	3	2	108	104	1.6

entry	MCL1 BIM primary	VLA-4 inh	GLD-1 TGE inh	CR mimetic SO
1	4	16	6	101
2	1	9	4	100
3	-3	1	-4	116
4	10	-6	5	92
5	-3	5	-2	104
6	8	-9	-1	100
7	7	-2	8	94
8	6	-21	0	95

One compound at a time, as listed above. Values in the order: GRK2 inh, Bcl-xL primary, CIT2 TOR yeast, AGP1-GFP MLPCN, MEX-5 binding, MCL1 BIM primary, VLA-4 inh, GLD-1 TGE inh, CR mimetic SO
CN=c1sc(C(=O)Nc2cccc(Cl)c2)cc(=O)n1C as listed: 0, 6, 83, 87, -4.6, -3, 1, -4, 116
Cc1nn(Cc2ccccc2Cl)c(C)c1C(=O)N1CCN(c2ccccc2)CC1 as listed: 1, 6, 99, 100, 1.6, 7, -2, 8, 94
COc1ccc(OCC(O)CN2CC(C)OC(C)C2)cc1 (centres undefined) as listed: 0, 5, 98, 89, -0.4, 1, 9, 4, 100

Further structures follow.
entry	SMILES	GRK2 inh	Bcl-xL primary	CIT2 TOR yeast	AGP1-GFP MLPCN	MEX-5 binding
9	O=C(COC(=O)c1cc(Br)ccc1O)NC12CC3CC(CC(C3)C1)C2	1	·	114	103	·
10	CC1(C)CC(=O)C2=C(C1)N(Cc1ccccc1)C(=O)C2(NC(=O)C(C)(C)C)C(F)(F)F (centres undefined)	0	-3	95	101	-0.2
11	Cn1cc(S(=O)(=O)NC2CCCCC2)c(=O)n(C)c1=O	0	3	97	96	-1.9
12	Fc1ccccc1CSc1nc2ccccc2[nH]1	3	-1	91	96	-0.3
13	CC(=O)Nc1ccc(C(=O)Nc2ccc3c(c2)OCCO3)cc1	0	4	95	95	1.8
14	COC(=O)CCC(=O)c1ccc(OC)c(Cl)c1	1	7	90	95	-1.5
15	c1ccc2ncc(-n3cnnn3)cc2c1	2	3	101	103	1.2
16	C/C=C/c1ccc(OCCCCN(C)Cc2ccccc2)c(OC)c1	0	-3	106	102	2.4

entry	MCL1 BIM primary	VLA-4 inh	GLD-1 TGE inh	CR mimetic SO
9	·	15	1	103
10	-2	20	8	102
11	1	-3	3	98
12	5	4	-2	78
13	8	7	4	100
14	8	29	-1	99
15	-6	1	10	108
16	4	4	-6	98

Additional records.
entry	SMILES	GRK2 inh	Bcl-xL primary	CIT2 TOR yeast	AGP1-GFP MLPCN	MEX-5 binding
17	O=c1c2ccccc2nc(-c2ccco2)n1CCc1ccc(O)cc1	1	4	92	93	0.5
18	Cc1cc(C)nc(SCC(=O)NCc2ccco2)n1	4	8	115	109	0.6
19	CCOC(=O)N/N=C/C=C/c1ccccc1[N+](=O)[O-]	0	-1	74	86	-1.0
20	CCN(CC)c1ccc(C(=O)OCC(=O)Nc2ccccc2-c2ccccc2)cc1	1	4	104	107	-2.3
21	CC(C)(C)CC(=O)NCc1cccs1	1	6	102	100	-4.1
22	Cc1ccc(N(CC(=O)Nc2ccccc2-c2ccccc2)S(=O)(=O)c2ccccc2)c(C)c1	40	6	106	103	0.5
23	COc1ccc(CNC(=O)COC(=O)[C@@H]2CCCN2C(=O)c2cccs2)cc1	4	·	93	105	·
24	Cc1ccc2c(c1)NC(c1cccs1)C1=C(CC(C)(C)CC1=O)N2 (centres undefined)	0	7	92	94	2.1

entry	MCL1 BIM primary	VLA-4 inh	GLD-1 TGE inh	CR mimetic SO
17	-1	-341	-3	101
18	12	5	2	93
19	-3	4	-4	101
20	0	-6	0	108
21	-1	7	4	93
22	3	29	-3	106
23	·	0	-1	94
24	0	8	-8	105

(listing goes on)
entry	SMILES	GRK2 inh	Bcl-xL primary	CIT2 TOR yeast	AGP1-GFP MLPCN	MEX-5 binding
25	CCS(=O)(=O)N1CCN(c2ccc(C(=O)NC34CC5CC(CC(C5)C3)C4)cc2[N+](=O)[O-])CC1	0	5	90	95	-2.0
26	COc1cccc2c1CCc1c-2nc2ccccc2c1C(=O)O	0	3	91	101	-1.3
27	CS(=O)(=O)Nc1ccccc1C(=O)N1CCN(c2ccccc2)CC1	0	3	110	101	-3.7
28	O=C(CSc1nnc(Nc2ccccc2)s1)NCCN1C(=O)CSC1=O	4	0	104	102	-2.6
29	Cn1cccc1CC(=O)N/N=C/c1ccc(Cl)cc1	0	4	101	106	0.6
30	C#CCOCCOCCOCCNc1nc(N2CCN(C(=O)[C@H]([C@@H](C)CC)n3cc([C@@H](N)CC(C)C)nn3)CC2)nc(N2CCN(C(=O)[C@H](Cc3ccc(O)cc3)n3cc([C@@H](N)CC(C)C)nn3)CC2)n1	0	2	97	94	-0.8
31	CCOC(=O)C[C@H]1c2ccc(C(F)(F)F)cc2S(=O)(=O)N1C1CCCC1	0	5	102	100	1.5
32	Cc1ccnc(SCC(=O)N2CCN(C(c3ccccc3)c3ccccc3)CC2)n1	2	0	98	101	-0.5

entry	MCL1 BIM primary	VLA-4 inh	GLD-1 TGE inh	CR mimetic SO
25	4	5	-2	97
26	2	0	3	129
27	-5	5	-2	84
28	0	7	4	91
29	7	4	-1	102
30	7	12	1	105
31	5	2	8	98
32	0	40	4	89

(further entries)
entry	SMILES	GRK2 inh	Bcl-xL primary	CIT2 TOR yeast	AGP1-GFP MLPCN	MEX-5 binding
33	O=C(NCCc1ccccc1)C1CCCN1S(=O)(=O)c1cccc2nsnc12 (centres undefined)	0	9	103	94	-1.0
34	COc1cc(C(=O)O)cc(NC(=O)c2ccco2)c1OC	1	6	97	108	-1.6
35	O=C1N=C(N2CCN(c3ccccc3)CC2)S/C1=C\c1ccco1	3	10	94	89	0.9
36	Cc1nnc(NC(=O)CSc2nnc(-c3ccoc3C)n2CC(C)C)s1	0	2	88	93	0.0
37	Cc1cc(C)n(-c2ccc(N3CCOCC3)nn2)n1	1	6	108	·	1.3
38	CCn1c(=O)cc(OCC(=O)NC2CCCCC2)c2ccccc21	4	0	98	105	-3.8
39	COc1ccc(N=Cc2ccc[nH]2)cc1	0	2	102	105	-1.5
40	O=C(Oc1ccc(Cl)cc1N1C(=O)CCC1=O)c1ccco1	0	-1	94	100	-0.3

entry	MCL1 BIM primary	VLA-4 inh	GLD-1 TGE inh	CR mimetic SO
33	4	0	1	93
34	2	-8	-1	111
35	17	-42	2	93
36	-1	15	-7	104
37	5	5	0	87
38	1	-49	1	90
39	-1	4	4	86
40	5	-4	4	93

Carrying on:
entry	SMILES	GRK2 inh	Bcl-xL primary	CIT2 TOR yeast	AGP1-GFP MLPCN	MEX-5 binding
41	CCCCSc1nnc(C)c(=O)[nH]1	2	0	92	90	0.8
42	COc1ccccc1C(NC(=O)C1CCCCC1)c1c(O)ccc2ccccc12 (centres undefined)	7	-1	114	112	2.7
43	COc1ccc(C(=O)Cn2c3ccccc3n3nc(CCC(=O)O)c(=O)nc23)cc1OC	0	4	111	110	-0.8
44	COc1ccc(S(=O)(=O)N2CCN(C(=O)c3cccc(Cl)c3)CC2)cc1	4	1	99	99	3.1
45	O=C(CSc1nc2ccccc2c(=O)n1NC(=O)Cc1ccccc1)NCc1ccccc1Cl	0	0	100	100	2.2
46	O=C(CN1CCN(C(=O)C2CCC2)CC1)Nc1ccc(F)cc1	1	3	103	105	·
47	CN(Cc1ccccc1)C1CCNCC1	1	0	103	101	0.3
48	Nc1cc(=O)[nH]c(SCCSc2cc(Cl)ccc2Cl)n1	4	4	104	103	-1.8

entry	MCL1 BIM primary	VLA-4 inh	GLD-1 TGE inh	CR mimetic SO
41	-6	-4	-9	109
42	4	10	-2	96
43	3	-2	4	125
44	-1	8	1	101
45	4	18	8	108
46	8	-5	9	89
47	-4	12	0	99
48	-5	-10	5	110

Some values from the results shown:
`COc1ccc(S(=O)(=O)N2CCN(C(=O)c3cccc(Cl)c3)CC2)cc1` | MEX-5 binding = 3.1
`Nc1cc(=O)[nH]c(SCCSc2cc(Cl)ccc2Cl)n1` | AGP1-GFP MLPCN = 103
`CCCCSc1nnc(C)c(=O)[nH]1` | MEX-5 binding = 0.8

The list continues.
entry	SMILES	GRK2 inh	Bcl-xL primary	CIT2 TOR yeast	AGP1-GFP MLPCN	MEX-5 binding
49	Cc1cc(C)cc(C(=O)NCC(=O)NCCc2c[nH]c3ccccc23)c1	0	-5	100	92	-0.2
50	Nc1nonc1-n1nnc(C(=O)N/N=C/c2cccc(F)c2)c1CN1CCCCCC1	10	-14	94	99	-1.5
51	CCOc1c(OC)cccc1C1CC(=O)Nc2cc(OC)c(OC)cc21 (centres undefined)	1	4	101	100	0.9
52	CN(C)c1ccc(P(=O)(OCc2ccccc2)C(O)c2ccc(Br)cc2)cc1 (centres undefined)	1	5	104	108	1.7
53	CCc1ccc2c(c1)cc(CN(C(=S)Nc1ccccc1Cl)C1CC1)c1nnnn12	0	-1	121	97	-3.0
54	C/C(=N\NC(=O)CCn1nc(C)cc1C)C(C)(C)C	2	-9	104	102	0.5
55	Cc1ccccc1NC(=O)/C(C#N)=C\c1cccnc1	0	-16	95	100	-3.2

entry	MCL1 BIM primary	VLA-4 inh	GLD-1 TGE inh	CR mimetic SO
49	-2	-4	-3	92
50	-22	10	4	184
51	18	-14	2	94
52	5	1	-3	101
53	4	-5	0	107
54	-5	4	-9	96
55	-23	-1	2	101

Hits appear at their usual frequency (roughly 2.1% active in at least one column).
